Rab2A wt mod: changes GTP binding to wildtype dog Rab2A, up or down. actives 0.19% (n = 190,000). AID 760. GST-Rab2 wt beads, Bodipy-GTP binding, flow cytometry. P61105. GTP binding activity, % at 10 µM;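 active = GTP binding activity at least 20 points away from 100%, either lowered or raised; inconclusive = signal likely due to the compound's own green fluorescence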;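 note: 0% = beads with excess unlabeled GTP and 100% = no-compound control corrected for plate trend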
Pf gametocyte: kills late stage P. falciparum gametocytes | P. falciparum stage V gametocytes, ATP luminescence, 24 h | inhibition, % at 10.9 µM | actives 0.065% (n = 150,000);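 active = inhibition above the mean plus 3 SD of compounds within the control limits, set per campaign, cut at about 38% in these data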;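 note: 0% = DMSO wells and 100% = medium only without gametocytes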
Rac1 mut GTP: alters GTP binding to activated mutant human Rac1. P63000. percent activity (GTP binding), % at 10 µM. actives 0.11% (n = 190,000). GST-Rac1 activated beads, fluorescent GTP binding, flow cytometry; actives lie on both sides; 100% means binding = to untreated wells. AID 764;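 active = GTP binding at least 20 percentage points away from the 100% baseline, in either direction, so actives lie on both sides; inconclusive = Compound likely fluorescent itself, or too few beads counted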
Mcl1-Bid inh: disrupts binding of human Mcl-1 to Bid peptide. Q07820. TR-FRET Mcl-1/Bid-Dy647 peptide binding, 1536-well. inhibition, % at 21.7 µM. actives 0.97% (n = 220,000). AID 1021;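 active = compounds that cut the binding signal by more than half at the single screening dose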;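 note: His-tagged Mcl-1 with europium anti-His antibody binding Bid BH3 peptide; 0% = Mcl-1 plus peptide wells and 100% = peptide-only wells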
Target sequence (Q07820 whole entry, looked up): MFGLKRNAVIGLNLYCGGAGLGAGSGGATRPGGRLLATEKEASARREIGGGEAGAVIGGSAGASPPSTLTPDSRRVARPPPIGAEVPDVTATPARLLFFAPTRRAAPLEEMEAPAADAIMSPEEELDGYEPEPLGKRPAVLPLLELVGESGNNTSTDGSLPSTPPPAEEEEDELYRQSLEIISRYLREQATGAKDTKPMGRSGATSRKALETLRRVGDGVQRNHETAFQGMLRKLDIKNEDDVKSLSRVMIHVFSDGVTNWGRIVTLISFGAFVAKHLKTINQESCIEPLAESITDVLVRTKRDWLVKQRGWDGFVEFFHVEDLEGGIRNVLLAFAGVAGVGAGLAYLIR
HRas wt GTP bind: modulators of GTP binding to human HRas wildtype | P01112 | GST-Ras wt beads, Bodipy-FL-GTP binding, flow cytometry; actives lie on both sides | GTP binding activity, % at 10 µM | actives 0.14% (n = 190,000);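 active = GTP binding activity at least 20% away from the 100% baseline, either lowered as inhibitor or raised as activator; inconclusive = flagged as likely green fluorescent, judged across all proteins in the well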;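 note: 0% = unlabeled GTP competition control and 100% = no-compound control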
Target sequence (P01112 whole entry, looked up): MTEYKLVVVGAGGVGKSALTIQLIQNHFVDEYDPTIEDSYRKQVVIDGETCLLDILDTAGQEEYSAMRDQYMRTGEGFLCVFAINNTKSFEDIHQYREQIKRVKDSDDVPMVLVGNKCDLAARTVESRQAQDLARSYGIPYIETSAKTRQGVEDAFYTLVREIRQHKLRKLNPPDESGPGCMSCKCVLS
Avidin fluor: avidin bead compound fluorescence profile; fluorescence (KMESF) at 10 µM; Avidin beads, compound fluorescence 488/530 nm, flow cytometry; active compounds read high; actives 0.38% (n = 220,000); in the data active = fluorescence above about 47; note: inactives centre near 10
GSH bead fluor: compound fluoresces at 488/530 nm on GSH beads; GSH beads flow cytometry, compound fluorescence 488/530 nm; active compounds read high; fluorescence (KMESF) at 10 µM; actives 0.25% (n = 190,000); AID 1776; in the data active = fluorescence above about 89;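 note: glutathione beads carrying GST-tagged Bcl family fusion proteins plus one bare bead set; values are compound well signal with DMSO vehicle wells as background; inactives centre near 16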
Rab7 wt GTP bind: modulators of GTP binding to dog Rab7 wildtype GTPase; GST-Rab7 beads, fluorescent GTP binding, flow cytometry; actives lie on both sides; untreated = 100%, excess cold GTP = 0%; GTP binding activity (percent of control), % at 10 µM; actives 0.055% (n = 190,000); AID 758;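 active = fluorescent GTP binding to Rab7 beads changed by at least 20 points from the 100% baseline, either direction, mostly lower; inconclusive = compound itself probably fluorescent, or too few beads counted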;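 note: median green fluorescence of bound Bodipy-FL-GTP per Rab7 bead population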
Rac1 wt GTP bind: modulators of human Rac1 wildtype GTP binding | P63000 | AID 757 | GST-Rac1 beads, fluorescent GTP binding, flow cytometry; actives lie on both sides; 0 = cold GTP competed, 100 = untreated | actives 0.27% (n = 190,000) | GTP binding activity (% of control), % at 10 µM;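 active = GTP binding activity at least 20 points away from the 100% control level, either lower or higher; inconclusive = compound flagged as likely green fluorescent, judged across all proteins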
Mcl1-Noxa inh: disrupts binding of human Mcl-1 to Noxa peptide | TR-FRET Mcl-1/Noxa peptide binding, 2 h | inhibition, % at 21.7 µM | actives 1.5% (n = 220,000);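 active = compounds that cut the protein-peptide binding signal by more than 50% relative to plate controls in a single-dose test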;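 note: His-tagged Mcl-1 with rhodamine Noxa BH3 peptide and terbium anti-His antibody; 0% = Mcl-1 plus Noxa peptide wells and 100% = peptide-only wells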
Cdc42 wt GTP: human Cdc42 wildtype GTP binding change, either direction; GST-Cdc42 beads, Bodipy-GTP binding, flow cytometry; actives lie on both sides; percent activity (GTP binding), % at 10 µM; actives 0.2% (n = 190,000);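 active = percent activity GTP binding at least 20 points away from the 100% baseline, either down as inhibitor or up as activator; inconclusive = compound flagged as likely green fluorescent from well-wide comparison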;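 note: median bead fluorescence of bound Bodipy-FL-GTP at 100 nM; 0% = excess unlabeled GTP control and 100% = no compound control; below 100% means less GTP binding so inhibitor and above means activator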
Target sequence (P60953 whole entry, looked up): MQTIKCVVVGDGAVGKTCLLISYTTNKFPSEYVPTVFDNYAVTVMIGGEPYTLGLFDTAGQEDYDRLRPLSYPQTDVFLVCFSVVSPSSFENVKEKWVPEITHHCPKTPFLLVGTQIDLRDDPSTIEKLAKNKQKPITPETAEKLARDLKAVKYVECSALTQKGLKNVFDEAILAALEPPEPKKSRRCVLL
* hit, by the source's call; u = inconclusive; x = no result given.

SMILES | Rab2A wt mod | Pf gametocyte | Rac1 mut GTP | Mcl1-Bid inh | HRas wt GTP bind | Avidin fluor | GSH bead fluor | Rab7 wt GTP bind | Rac1 wt GTP bind | Mcl1-Noxa inh | Cdc42 wt GTP
COCCNS(=O)(=O)c1cc(OC)c(C)cc1C | 96.0 | -15.5 | 94.0 | -22.2 | 93.0 | 10 | 11 | 94.0 | 96.0 | 1.5 | 93.0
CCOC(=O)C1(CC2CCCCO2)CCN(C(=O)Nc2ccc3c(c2)OCO3)CC1 (centres undefined) | 97.0 | 19.5 | 96.0 | -16.6 | 97.0 | 4 | 11 | 97.0 | 99.0 | 19.4 | 99.0
CCOC(=O)NN1C(=O)c2ccccc2NC1c1ccccc1 (centres undefined) | u | x | u | -31.1 | u | 10 | 18 | u | u | 10.9 | u
CC(C)OC(=O)CSc1nnc(CNc2ccc(Cl)cc2)n1Cc1ccccc1 | 99.0 | x | 100.0 | -2.7 | 103.0 | 4 | 26 | 101.0 | 107.0 | -3.8 | 101.0
Cc1cc(NC(=O)c2ccc(S(=O)(=O)Nc3ccccc3)cc2)no1 | 96.0 | 24.6 | 98.0 | -10.9 | 98.0 | 6 | 23 | 98.0 | 97.0 | -13.4 | 97.0
Cc1cc(NC(=O)COC(=O)C2CCN(C(=O)c3ccc(Cl)cc3)CC2)no1 | 98.0 | x | 97.0 | 8.5 | 99.0 | 11 | 44 | 96.0 | 100.0 | 5.3 | 98.0
O=C(O)CCCNS(=O)(=O)c1ccc(NCc2ccccc2)c(C(=O)O)c1 | 97.0 | x | 95.0 | -48.0 | 100.0 | 8 | 36 | 100.0 | 103.0 | 3.8 | 97.0
COc1ccc(C(=O)NCCc2nnc(SCC(=O)Nc3ccccc3C(C)C)n2C)cc1 | 100.0 | 11.3 | 100.0 | -15.6 | 100.0 | 11 | 43 | 97.0 | 102.0 | -10.3 | 99.0
CN(C)CCCN(Cc1cc2cc3c(cc2[nH]c1=O)OCO3)C(=S)Nc1ccccc1 | 100.0 | 0.2 | 99.0 | -52.5 | 99.0 | 9 | 27 | 99.0 | 101.0 | 1.1 | 100.0
NNCCc1ccccc1 | 100.0 | x | 100.0 | 11.6 | 99.0 | 10 | 22 | 96.0 | 101.0 | 22.7 | 101.0
Fc1ccc(C2NC(=S)NC3=C2N2CCC3CC2)cc1 (centres undefined) | 100.0 | 6.8 | 103.0 | -72.2 | 102.0 | 7 | 5 | 100.0 | 108.0 | -2.4 | 104.0
CCSc1ncc(/C=N/Nc2ccc(Cl)cc2)n1C | 101.0 | 17.3 | 99.0 | -14.3 | 100.0 | 8 | 35 | 100.0 | 107.0 | 15.2 | 103.0
N#C/C(=C\c1c(N2CCC(C(N)=O)CC2)nc2ccccn2c1=O)S(=O)(=O)c1ccccc1 | 101.0 | -28.2 | 99.0 | -27.4 | 99.0 | 8 | 14 | 103.0 | 102.0 | 8.3 | 97.0
COc1cc2c(cc1NC(=O)C(C)OC(=O)C1CC(=O)N(Cc3ccco3)C1)oc1ccccc12 (centres undefined) | 101.0 | x | 100.0 | -1.6 | 101.0 | 15 | 36 | 99.0 | 104.0 | 20.2 | 104.0
COc1ccc(C2=NN(C(=O)COc3ncnc4ccccc34)C(c3ccco3)C2)cc1 (centres undefined) | 93.0 | -5.9 | 94.0 | -14.6 | 94.0 | 10 | 24 | 95.0 | 96.0 | -4.2 | 95.0
CC1CCc2c(sc3ncn4c(SCC(=O)NCc5ccco5)nnc4c23)C1 (centres undefined) | 97.0 | 10.9 | 98.0 | -30.3 | 102.0 | 16 | 14 | 102.0 | 105.0 | -10.4 | 102.0
CCN(C(=O)CSc1nc2cc(C(=O)OC)ccc2c(=O)n1Cc1ccco1)c1cccc(C)c1 | 114.0 | -16.2 | 102.0 | -5.4 | 118.0 | 16 | 6 | 111.0 | 116.0 | 49.9 | 116.0
CCn1c(SCC(=O)NC(=O)NCc2ccco2)nnc1-c1cccs1 | 104.0 | x | 100.0 | -16.4 | 102.0 | 5 | 18 | 96.0 | 103.0 | 20.3 | 105.0
COc1ccc(CC(=O)NC(C)(C)C)cc1S(=O)(=O)N1CCOCC1 | 98.0 | x | 94.0 | -9.4 | 98.0 | 17 | 13 | 96.0 | 95.0 | 1.3 | 95.0
O=C(CC1Oc2ccccc2NC1=O)NCCCN1CCOCC1 (centres undefined) | 97.0 | x | 94.0 | -16.2 | 97.0 | 7 | 18 | 99.0 | 97.0 | 6.2 | 96.0
O=C1C=CC(=O)N1CCNc1ncc(C(F)(F)F)cc1Cl | 103.0 | -9.8 | 95.0 | 35.3 | 103.0 | 6 | 20 | 106.0 | 103.0 | 32.5 | 102.0
CC(C)(C)C(=O)CN1CCN(C2c3ccccc3-c3ccccc32)CC1 | 99.0 | 8.1 | 99.0 | 2.7 | 99.0 | 8 | 51 | 99.0 | 101.0 | 19.2 | 98.0
COc1cc(/C=N/S(=O)(=O)CCc2ccccc2)cc(OC)c1O | 99.0 | 11.9 | 98.0 | -89.5 | 99.0 | 14 | 16 | 100.0 | 101.0 | 21.6 | 100.0
COc1ccc(-c2cc(-c3ccccc3)nc(SCC(=O)Nc3ncc(C)s3)c2C#N)cc1 | 100.0 | 6.4 | 101.0 | -104.6 | 100.0 | 1 | 10 | 96.0 | 103.0 | -122.0 | 100.0
COC(=O)c1cccc(COC(=O)c2ccc(CS(=O)(=O)c3ccc(C)cc3)cc2)c1 | 102.0 | -3.2 | 100.0 | -14.0 | 103.0 | 8 | 10 | 101.0 | 103.0 | -10.4 | 104.0
CC1(C)CC(=O)C2=C(C1)N(c1ccccc1)C(=O)C2(O)C(F)(F)F (centres undefined) | 98.0 | -11.3 | 98.0 | -15.3 | 98.0 | 12 | 3 | 102.0 | 103.0 | 0.6 | 100.0
Cc1oc2cc(O)ccc2c(=O)c1Oc1ccccc1 | 96.0 | -1.5 | 97.0 | -39.5 | 98.0 | 7 | 5 | 97.0 | 98.0 | -6.1 | 99.0
C/C(N)=C(/C#N)C(=O)COC(=O)c1oc2ccccc2c1COC(C)C | 96.0 | -0.9 | 92.0 | -29.1 | 96.0 | 7 | 11 | 104.0 | 95.0 | 7.8 | 98.0
COc1ccc(Cn2c(C)nc3oc4cc(OC)ccc4c(=O)c3c2=O)cc1 | 94.0 | -18.0 | 97.0 | 1.0 | 95.0 | 9 | 37 | 94.0 | 97.0 | 17.9 | 95.0
COP(=O)(OC)C(Nc1cc(Cl)cc(Cl)c1)c1cccc(O)c1 (centres undefined) | 99.0 | 7.2 | 95.0 | -20.2 | 96.0 | 12 | 13 | 108.0 | 99.0 | 3.5 | 95.0
COc1ccc(-c2cc(=O)c3c(O)c(OC)c(O)cc3o2)cc1 | 88.0 | x | 90.0 | -0.5 | 88.0 | 6 | 17 | 100.0 | 85.0 | 6.9 | 86.0
O=C(CSCCO)Nc1ccc(C23CC4CC(CC(C4)C2)C3)cc1 | 98.0 | -12.3 | 99.0 | 9.8 | 99.0 | 5 | 17 | 97.0 | 107.0 | -3.2 | 100.0
COc1cc(C(CC(=O)O)n2cnnn2)ccc1OC(C)C (centres undefined) | 94.0 | -6.2 | 94.0 | -14.9 | 99.0 | 6 | 12 | 99.0 | 99.0 | 13.6 | 99.0
COc1cc(C=Nc2ccccc2C(=O)Nc2ccccc2)cc(OC)c1OC | 100.0 | -28.6 | 97.0 | -57.8 | 101.0 | 3 | 13 | 102.0 | 104.0 | 10.8 | 101.0
COc1ccc(N2C(=O)CC(N3CCOCC3)C2=O)cc1 (centres undefined) | 99.0 | -2.0 | 99.0 | -23.2 | 100.0 | 14 | 6 | 97.0 | 102.0 | -0.7 | 100.0
C/C(=N\NS(=O)(=O)c1ccccc1)c1ccccc1 | 95.0 | x | 91.0 | -19.7 | 94.0 | 8 | 11 | 100.0 | 95.0 | 8.4 | 93.0
COc1ccc(C(=O)CNc2ccc3ccccc3c2)cc1 | 100.0 | 5.7 | 97.0 | -49.3 | 100.0 | 11 | 17 | 106.0 | 102.0 | 7.6 | 97.0
Cc1ccc(C(C(=O)Nc2ccc3c(c2)OCO3)N(C)C(=O)/C=C\c2ccc3c(c2)OCO3)cc1 (centres undefined) | 95.0 | x | 97.0 | -8.5 | 98.0 | 2 | 6 | 95.0 | 96.0 | 21.0 | 97.0
CN(C(=S)NC(=O)Cc1ccccc1)c1ccccc1 | 96.0 | 13.4 | 96.0 | -9.1 | 97.0 | 21 | 13 | 97.0 | 98.0 | -2.2 | 95.0
Cc1ccc(S(=O)(=O)NCCSc2nnnn2-c2ccccc2)cc1 | 96.0 | -12.6 | 96.0 | 0.8 | 97.0 | 4 | 15 | 97.0 | 101.0 | 8.9 | 98.0
CCc1nnc(SCC(=O)Nc2ccc3c(c2)OCO3)o1 | 95.0 | x | 96.0 | -3.9 | 96.0 | 32 | 11 | 94.0 | 96.0 | 8.2 | 97.0
S=c1[nH]nc(-c2ccccc2)c2ccccc12 | 95.0 | -4.7 | 96.0 | -69.5 | 94.0 | 7 | 16 | 93.0 | 95.0 | 5.6 | 96.0
c1csc(-c2nc(-c3ccncc3)no2)c1 | 101.0 | 24.3 | 98.0 | 3.0 | 102.0 | 14 | 8 | 100.0 | 104.0 | 9.1 | 101.0
CCOc1cccc(=O)c2c(C)n(Cc3ccccc3)c(C)c12 | 94.0 | 1.0 | 94.0 | -14.1 | 95.0 | 10 | 8 | 95.0 | 96.0 | 16.1 | 94.0
CCn1cc(C(=O)N/N=C(/C)c2ccc(F)cc2)c(=O)c2cc(F)c(N3CCCC3)cc21 | 100.0 | x | 100.0 | 29.6 | 102.0 | 4 | 21 | 98.0 | 107.0 | 7.4 | 105.0
CC1CCN(CC(=O)Nc2ccccc2Sc2ccccc2)CC1 | 102.0 | 6.9 | 100.0 | -9.9 | 101.0 | 5 | 12 | 98.0 | 105.0 | 0.8 | 101.0
O=C(CN1CCN(CCO)CC1)Nc1ccccc1 | 94.0 | 8.4 | 91.0 | 20.7 | 94.0 | 23 | 20 | 89.0 | 97.0 | 37.0 | 95.0
